Compound activity: PubChem, National Center for Advancing Translational Sciences (NCATS)
AMA1 RON2 block: AMA1-RON2 (P. falciparum) interaction inhibition; AID 720542; 0.2% of 360,000 active; AlphaScreen AMA1-biotinylated RON2 peptide binding; Potency, µM (highest dose often 58.2 µM), for the others: top-dose activity change, negative = inhibition, most hits filed as inhibitors;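 further: potency means the concentration at half of the fitted maximal effect; 0% = vehicle wells and -100% = peptide control; nearly all actives have a fitted effect of over 45% in size; some results filed as inactive show a strong effect at the top dose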
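AMA1 (3D7) with his tag at 25 nM final met compounds first, then biotinylated RON2 peptide at 25 nM; detection used donor plus acceptor beads, 10 µg/mL apiece, read by AlphaScreen after 30 min at room temperature.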
Sm TGR block: blocks Schistosoma mansoni thioredoxin glutathione reductase; 3% of 360,000 active; purified TGR, DTNB reduction, TNB absorbance 405 nm; Potency, µM (series often up to 114 µM), for the others: at the top dose activity change, negative = inhibition, usual class: inhibitors; Q962Y6; further: potency means the concentration at half of the fitted maximal effect; nearly all actives have a fitted effect of over 60% in size
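Kinetic colorimetric format: TGR-catalysed, NADPH-driven DTNB reduction monitored via TNB absorbance. Enzyme dispensed at 20 nM; compound exposure 15 min at room temperature before reaction start.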
AmpC inh no detg: AmpC beta-lactamase inhibition without detergent | P00811 | AmpC nitrocefin hydrolysis, absorbance 480 nm, 0.0001% Triton | Potency, µM (titrated, usually from 57.1 µM), without a hit: at the top dose activity change, negative = inhibition, hits mostly inhibitors | 0.52% of 330,000 active;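 further: potency means the concentration at half of the fitted maximal effect; plate controls were no compound for no effect and no enzyme for full effect; nearly all actives have a fitted effect of over 20% in size; some results filed as inactive show a strong effect at the top dose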
Target sequence (P00811 whole entry, looked up): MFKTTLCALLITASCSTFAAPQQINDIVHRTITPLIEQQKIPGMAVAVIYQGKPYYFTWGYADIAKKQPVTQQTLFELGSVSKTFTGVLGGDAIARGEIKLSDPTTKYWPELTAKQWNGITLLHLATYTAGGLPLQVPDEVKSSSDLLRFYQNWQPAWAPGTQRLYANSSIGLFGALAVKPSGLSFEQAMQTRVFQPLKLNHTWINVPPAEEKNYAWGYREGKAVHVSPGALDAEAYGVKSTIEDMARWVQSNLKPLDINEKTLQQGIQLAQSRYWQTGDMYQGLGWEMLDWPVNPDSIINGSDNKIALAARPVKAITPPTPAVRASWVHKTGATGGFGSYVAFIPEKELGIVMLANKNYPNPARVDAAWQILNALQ
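AmpC (5.3 nM in the dispensed reagent) in 20 mM phosphate pH 7.0 with 0.01% (detergent screen) or 0.0001% Triton X-100 was preincubated with compounds for 15 min at room temperature. Nitrocefin was then added from an 800 uM solution, and hydrolysis was followed at 480 nm.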
HCMV antiviral: human cytomegalovirus inhibition | HFF cells, HCMV-luciferase reporter, 72 h; stronger effect = lower value | AID 1259415 | activity change, negative = inhibition, % at 57.5 µM | 4.5% of 410,000 active; in the data active means activity change below about -60%; inconclusive means no clear call, values can overlap the other calls; inactive means above about -39%
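Luciferase read-out from HCMV-luciferase-infected HFFs (MOI 1 PFU/cell) 72 h post infection at 37C; compounds added after 16 h cell attachment; activity normalized between buffer-only basal and Salinomycin (10uM) inhibitor controls.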
Tb PYK inh: inhibitors of Trypanosoma brucei pyruvate kinase; Potency, µM (titrated, usually from 76.8 µM), for inactives: top-dose activity, negative = inhibition, actives largely listed as inhibitors; Q57TT1; 0.12% of 410,000 active; TbPYK enzyme, Kinase-Glo Plus ATP luminescence, 45 min; further: potency means the concentration at half of the fitted maximal effect; nearly all actives have a fitted effect of over 50% in size
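In this concentration-response screen, enzyme-free wells defined baseline while DMSO plates tracked drift. Each reaction combined TbPYK, substrate, compound and 130 uM ADP for 45 min at room temperature. Kinase-Glo Plus luminescence gave the signal.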
AmpC detergent: blocks E. coli AmpC beta-lactamase in detergent assay. AmpC hydrolysis of nitrocefin, absorbance 480 nm, 0.01% Triton. Potency, µM (titrated, usually from 114 µM), for the others: top-dose activity change, negative = inhibition, usual class: inhibitors. 0.041% of 370,000 active. AID 485294;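 further: potency means the concentration at half of the fitted maximal effect; 0% = no-compound wells and -100% = no-enzyme wells; nearly all actives have a fitted effect of over 25% in size; some results filed as inactive show a strong effect at the top dose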
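AmpC (5.3 nM in the dispensed reagent) in 20 mM phosphate pH 7.0 with 0.01% (detergent screen) or 0.0001% Triton X-100 was preincubated with compounds for 15 min at room temperature. Nitrocefin was then added from an 800 uM solution, and hydrolysis was followed at 480 nm.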
LmPK inhibitor: LmPK (Leishmania mexicana) enzyme inhibition; AID 1721; purified LmPK, Kinase-Glo ATP luminescence, 1 h; Potency, µM (highest dose often 57.5 µM), without a hit: at the highest dose activity change, negative = inhibition, most hits filed as inhibitors; 0.37% of 290,000 active; further: potency means the concentration at half of the fitted maximal effect
Target sequence (Q27686 whole entry, looked up): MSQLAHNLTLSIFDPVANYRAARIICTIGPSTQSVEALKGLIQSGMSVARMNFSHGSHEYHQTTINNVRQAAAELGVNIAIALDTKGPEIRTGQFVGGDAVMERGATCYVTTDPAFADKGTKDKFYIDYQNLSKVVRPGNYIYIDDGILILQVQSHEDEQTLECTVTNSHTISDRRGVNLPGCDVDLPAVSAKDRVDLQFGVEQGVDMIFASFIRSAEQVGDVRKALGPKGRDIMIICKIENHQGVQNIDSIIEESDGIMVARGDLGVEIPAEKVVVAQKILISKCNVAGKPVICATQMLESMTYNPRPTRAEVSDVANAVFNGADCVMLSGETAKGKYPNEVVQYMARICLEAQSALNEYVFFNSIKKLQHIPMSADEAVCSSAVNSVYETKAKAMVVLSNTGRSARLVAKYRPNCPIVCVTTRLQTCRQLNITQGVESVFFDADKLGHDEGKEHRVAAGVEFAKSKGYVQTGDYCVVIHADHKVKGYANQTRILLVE
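qHTS format; LmPK 0.1 nM; substrates PEP 0.5 mM and ADP 0.1 mM. One-hour room-temperature incubation, then coupled luciferase luminescence; 0.5 nM enzyme wells mark activation.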
An asterisk follows results filed as active; ? = inconclusive; . = no result given; & = joins results of further samples; [ ] = dose if it differs, or a comment. Unless noted, the call rests on the fitted dose curve; in most records, active means well fitted curve in the direction sought with a large enough effect; inconclusive means small, poorly fitted or top-dose-only effect, or another doubt; inactive means no such curve, though single readings can be large; an effect the other way counts as inactive or inconclusive. Unless noted, on the % scale 0 is the no-effect control and ±100 the full control effect. Compounds as they come; about 7.4% have a hit in one of these screens.

SMILES | AMA1 RON2 block | Sm TGR block | AmpC inh no detg | HCMV antiviral | Tb PYK inh | AmpC detergent | LmPK inhibitor
CC(C)C(=O)OCC(=O)Nc1ccc2c(c1)CCC2 | 34%[activator] | -15% | -18% | 58 | 0% | 4% | 1%
C/C(CCc1ccccc1)=N\NC(=O)c1ccccc1 | 50%[activator] | 1% | -13% | -28 | 1% | -6% | 0%
CCN1CCN(C(=O)c2cc(S(=O)(=O)Nc3ccc(S(C)(=O)=O)cc3)ccc2Cl)CC1 | -6% | 8% | -22% | -1 | -9% | 3% | 1%
CCc1ccc(-n2c(=O)c3cccnc3n2CC(=O)Nc2ccccc2C(F)(F)F)cc1 | . | -2% | . | -5 | -2% | 4% | .
COCCN1Cc2cccc(C(=O)Nc3cc(OC)ccc3OC)c2C1=O | -3% | -8% | 11% | -3 | 2% | -4% | 2%
Cc1ncc(CN2CCN(C(C)C)C(CCO)C2)s1 (stereo unspecified) | 24% | 0% | 0% | 26 | -2% | -4% | 4%
CCOC(=O)C1=C(CN2CCN(c3ccc(Cl)cc3)CC2)NC(=O)NC1c1ccc(OC)cc1 (stereo unspecified) | . | -34% | . | ? | 2% | -3% | .
O=C1C(C=Nc2ccccc2)=C(O)c2ccccc21 | -8% | -17% | -23% | 52 | 0% | -7% | 3.5µM*
CCC1(c2ccccc2)NC(=O)N(CC(=O)Nc2ccc3c(c2)OCO3)C1=O (stereo unspecified) | -1% | -7% | -19% | -18 | -18% | -20% | -3%
CC(NC(=O)CN1C(=O)c2cccnc2Oc2ccc(Cl)cc21)c1ccccc1 (stereo unspecified) | . | -10% | . | 0 | 0%[15.4 µM] | 0% | .
CN1CCN(c2ccccc2NC(=O)c2ccc(-c3ccc(Br)cc3)o2)CC1 | -5% | 0% | -18% | . | -13% | -4% | -7%
C#CCOCCOCCOCCNc1nc(N2CCN(C(=O)Cn3cc(CCCCN)nn3)CC2)nc(N2CCN(C(=O)[C@H]([C@@H](C)CC)n3cc(CCCN=C(N)N)nn3)CC2)n1 | -8% | -29% | 132%[activator] | -31 | 4% | 2% | .

Retrieved by compound from the entries so far (2):
SMILES | AMA1 RON2 block | Sm TGR block | AmpC inh no detg | HCMV antiviral | Tb PYK inh | AmpC detergent | LmPK inhibitor
C/C(CCc1ccccc1)=N\NC(=O)c1ccccc1 | 50%[activator] | 1% | -13% | -28 | 1% | -6% | 0%
CC(NC(=O)CN1C(=O)c2cccnc2Oc2ccc(Cl)cc21)c1ccccc1 (stereo unspecified) | . | -10% | . | 0 | 0%[15.4 µM] | 0% | .

(listing goes on)
SMILES | AMA1 RON2 block | Sm TGR block | AmpC inh no detg | HCMV antiviral | Tb PYK inh | AmpC detergent | LmPK inhibitor
CCS(=O)(=O)c1ncc(N(Cc2ccccc2)Cc2ccco2)c(C(=O)Nc2ccc(C)c(C)c2)n1 | . | -8% | . | -11 | 1% | 1% | .
COc1ccccc1N1CCN(C2CC(=O)N(c3ccc(F)cc3)C2=O)CC1 (stereo unspecified) | 10% | ? | -10% | -14 | -6% | -9% | -3%
CC(C)CCNC(=O)CN1C(=O)c2cccnc2Oc2ccccc21 | . | -4% | . | -20 | -9% | -2% | .
COc1cc(OC)nc(Oc2cccc(C(F)(F)F)c2)n1 | 1% | -17% | -12% | 5 | 6% | -1% | -4%
Cc1ccc(NC(=O)CN2C(=O)C3CC=C(Cl)CC3C2=O)cc1 (stereo unspecified) | -4% | 1% | -26% | -20 | 0% | 7% | 1%
CCOC(=O)C1=C(N)OC2=C(C(=O)CCC2)C1c1ccccc1OCC (stereo unspecified) | 15% | -33% | 0% | -6 | . | ? | 2%
Cn1ncc(Cl)c1C(=O)N/N=C/c1cccc(OC2CSC2)c1 | 10% | 0% | -6% | -13 | 4% | 5% | -3%
O=C(c1ccc(F)cc1)N1CCC(C(=O)N2CCN(c3ncccn3)CC2)CC1 | 8% | . | -10% | 20 | -8% | . | .
CC(=O)c1cccc(NC(=O)c2ccc(-n3cncn3)c3ccoc23)c1 | -10% | . | . | 50 | -4% | . | .
COc1ccccc1NC(=O)COc1ccc(-c2nn(C)c(=O)c3ccccc23)cc1 | 17% | ? | 59% | 50&4 | -4%&-2% | 6%&-2% | -4%
Nc1nc(-c2ccc3c(c2)OCCO3)c(CC(=O)O)s1 | -3% | 0% | -14% | 33 | -10% | -10% | -7%
Cc1cc(C)nc(-n2nc(C)c3c2NC(=O)CC3c2cc(F)ccc2F)n1 (stereo unspecified) | . | 1% | . | -18 | -6% | 24% | .
CC(=O)Nc1ccc(S(=O)(=O)Nc2ccc(NC(=O)c3ccco3)cc2)cc1 | -4% | -11% | -39% | -11 | -6% | ? | 4%
CC(CC(=O)NCc1ccccc1)C1CCCO1 (stereo unspecified) | 5% | -15% | -16% | 43 | -2% | -11% | 0%
CSCCC(NC(=O)c1ccccc1Cl)C(=O)N1CC(C)OC(C)C1 (stereo unspecified) | -4% | -28% | -12% | ? | -4% | 0% | .
CN(C)c1nc(C(F)(F)F)cc(=O)[nH]1 | 5% | . | -10% | -15 | -7% | -2% | 0%
C=CC[C@@H](Cc1ccc(F)cc1)C(=O)OC[C@@H]1CCCN1C(=O)[C@H](CC=C)CC(=O)N[C@H](CO)Cc1ccccc1 | 10% | . | 291%[activator] | 14 | -2% | . | .
Cc1ccc(C2(CC(=O)O)CCOC(C)(C)C2)cc1 (stereo unspecified) | -5% | 1% | -12% | 4 | 6% | 0% | -3%
CCOc1cc(C(=O)Nc2ccc(S(=O)(=O)Nc3cc(OC)nc(OC)n3)cc2)cc(OCC)c1OCC | . | 2% | . | 20 | 3% | 5% | .
COCc1[nH]nc2c1C(c1cccc(OC)c1)C(C#N)=C(N)O2 (stereo unspecified) | 4% | -13% | 22% | 6 | -8% | -6% | 4%
CCOC(=O)C1=C(C)NC(=S)NC1C (stereo unspecified) | 8% | 8% | -10% | -13 | -7% | -6% | 3%
Cc1cc(C)c(S(=O)(=O)c2ccccc2)c(OC(=O)c2cc(F)c(F)cc2Cl)n1 | 2% | -6% | -20% | 53 | 0% | 0% | 2%
Fc1ccc(NCc2nnc(SCc3nnc(-c4ccccc4)o3)n2Cc2ccccc2)cc1 | -14% | -1% | 27% | -32 | 0% | -5% | 4%
CC(C)C[C@H](NC(=O)c1cc2cc(Cl)ccc2n1C)C(=O)N1CCC[C@H]1C(=O)O | 3% | -5% | -11% | 21 | 3% | -4% | -4%
CCCC[C@@H]1CCCO[C@@](C(=O)NCc2cc(C)n(C)n2)(C(F)(F)F)C1 | 4% | . | . | -4 | -4% | . | .
Cn1c(SCC(=O)NC2CC2)nnc1-c1ccccc1 | 7% | -18% | -16% | 27 | -1% | 2% | 0%
O=C(c1ccccc1)c1nc2ccccc2n(CCCn2c(=O)c(C(=O)c3ccccc3)nc3ccccc32)c1=O | -5% | 1% | -12% | -40 | -4% | -12% | 3%
COc1ccc(S(=O)(=O)N(CC(=O)Nc2ccc(S(=O)(=O)N3CCOCC3)cc2)c2ccccc2)cc1 | -1% | 15% | 4% | -85* | -8% | 4% | -3%
COc1ccc(S(=O)(=O)N[C@H](C(=O)N2CC[C@@]3(O)CCCC[C@H]3C2)c2ccccc2)cc1 | 4% | 3% | 8% | 2 | -7% | -8% | -1%
CCOc1ccc(CCNC(=O)CN2C(=O)C(CC)Oc3ccccc32)cc1OCC (stereo unspecified) | . | 8% | . | -39 | 1% | -6% | .
COc1ccc(-c2c(C)nn3c(N4CCN(Cc5ccccc5)CC4)cc(C)nc23)cc1OC | -1% | -6% | 22% | -8 | 2% | ? | 10%
CC(C)=CCOc1ccc([C@@H]2COc3c(ccc4c3C=CC(C)(C)O4)C2)c(O)c1 | -22% | . | . | ? | 4% | . | .
Cc1ccccc1CSc1nc2nc(C)c(Cc3ccccc3)c(C)n2n1 | . | 12% | . | -2 | 0% | -1% | .
O=C1CC(=O)Nc2cc(S(=O)(=O)NCc3cccs3)ccc2N1 | -4% | -21% | -18% | -15 | -5% | -1% | -9%
O=S(=O)(NC1CCCCCC1)c1cccc2cccnc12 | -5% | 8% | -10% | 24 | -6% | 0% | 1%
CCOc1ccc(NC(=O)CCCNC(=O)Cn2cnc3sc(C)c(C)c3c2=O)cc1 | -2% | -11% | -5% | ? | -1% | -5% | -6%

One compound at a time, from the list above:
COCCN1Cc2cccc(C(=O)Nc3cc(OC)ccc3OC)c2C1=O across the screens: AMA1 RON2 block = -3%; Sm TGR block = -8%; AmpC inh no detg = 11%; HCMV antiviral = -3; Tb PYK inh = 2%; AmpC detergent = -4%; LmPK inhibitor = 2%
CCOC(=O)C1=C(N)OC2=C(C(=O)CCC2)C1c1ccccc1OCC (stereo unspecified) across the screens: AMA1 RON2 block = 15%; Sm TGR block = -33%; AmpC inh no detg = 0%; HCMV antiviral = -6; Tb PYK inh = .; AmpC detergent = ?; LmPK inhibitor = 2%

(list continues)
SMILES | AMA1 RON2 block | Sm TGR block | AmpC inh no detg | HCMV antiviral | Tb PYK inh | AmpC detergent | LmPK inhibitor
O=C(CCC1CCCCC1)Nc1cccnc1 | 10% | 0% | -10% | -1 | 17% | -4% | -1%
COc1cc(CN2C[C@@H](CO)O[C@@H](n3cnc4c(NCc5ccncc5)ncnc43)C2)cc(OC)c1OC | 58%[activator] | . | . | 3 | -4% | . | .
O=C(CNC(=O)c1ccc(OC(F)F)cc1)NCC1(N2CCOCC2)CCCCC1 | -4% | -17% | -2% | -5 | 3% | 8% | .
CC(=O)c1cc2cc(O)ccc2o1 | 12% | 12% | -18% | -7 | 1% | -5% | -2%
Cc1ccc(C(=O)n2cc(CCN3CCS(=O)(=O)CC3)c3ccccc32)cc1 | -24% | -7% | 140%[activator] | -17 | -3% | -7% | 6%
CC(=O)c1ccc(NC(=O)c2nc3nc(C)cc(C(F)F)n3n2)cc1 | . | -2% | . | 19 | -4% | 24% | .
CNC(=O)N(O)C1N(/N=C/c2cccnc2)C(=S)SC1(C)C (stereo unspecified) | -8% | 19% | -15% | 9 | 5% | 5% | 2%
Cc1cc(-c2ccc(C(C)C)c(S(=O)(=O)N3CCN(c4ccccc4)CC3)c2)on1 | ? | 7% | -22% | -29 | 1% | ? | 11%
O=C1CSC(c2cccc([N+](=O)[O-])c2)N1c1ccccc1 (stereo unspecified) | -7% | 3% | -1% | -17 | -2% | ? | -1%
Nc1nc(-c2ccccc2)nn1C(=O)Cc1ccccc1 | -4% | 0% | -29% | 32 | 4% | 3% | -7%
Cn1c(SCC(=O)NC2CCCCCC2)nnc1-c1cccs1 | 22% | 0% | 7% | -21 | -6% | 3% | 4%
